High-throughput results (PubChem BioAssay)
DNMT1 block – DNMT1 (human) enzyme inhibition; DNMT1 molecular beacon, Hinp1I cleavage, fluorescence; inhibition (reported as % activation of signal), % at 10 µM; hit rate 0.83% among 360,000; AID 588458; P26358; in the data active = inhibition above about 50%
SKN-1 block – blocks SKN-1 activity in C. elegans | C. elegans VP596 Pgst-4::GFP/RFP ratio, acrylamide-induced, 24 h | inhibition, % at 21.8 µM | hit rate 0.49% among 360,000 | AID 624304;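 active = interference check ratio from 0.5 to 1.5 plus GFP to RFP signal ratio inhibition reaching or exceeding a fixed threshold, cut at about 30% in these data, passing the limit was not always enough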; also: some compounds called inactive have numbers as strong as hits
NadD inh – NadD (S. aureus) enzyme inhibition; purified NadD enzyme, colorimetric absorbance read-out; inhibition, % at 20 µM; hit rate 0.78% among 360,000; in the data active = inhibition above about 26%; also: some compounds past the cut are filed as inactive
Neddylation inh – inhibitors of human cullin neddylation; TR-FRET cullin neddylation, biochemical; calls only at 25 µM; hit rate 0.58% among 360,000; AID 651699; in the data active = inhibition above about 36%
Scp-1 inhibitor – Scp-1 (human) phosphatase inhibition | inhibition, % at 20 µM | hit rate 0.88% among 340,000 | Q9GZU7 | Recombinant Scp1, phosphopeptide, malachite green phosphate absorbance;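 active = inhibition above about 50% at 20 µM, limit read from the data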;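 also: plate controls were DMSO wells with enzyme for no effect and wells lacking enzyme for full effect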
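System: SCP-1 catalytic domain; Reagent: Phospho 17-mer peptide substrate; Doses: one concentration, 20 µM, with 1.0% DMSO; Incubation: 45 min room-temperature reaction, 5 min colour, 30 min stabiliser; Signal: Phosphate-binding colour reagent, absorbance read at 630 nm.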
STEP inh – blocks human striatal-enriched tyrosine phosphatase; hit rate 0.25% among 360,000; recombinant STEP, OMFP fluorogenic substrate, fluorescence; AID 588621; inhibition, % at 20 µM;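 active = inhibition at 20 µM, scaled per plate between control wells, above about 37%, limit read from the data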;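 also: 0% = DMSO with enzyme and substrate and 100% = substrate only without enzyme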
Target sequence (P54829 whole entry, looked up): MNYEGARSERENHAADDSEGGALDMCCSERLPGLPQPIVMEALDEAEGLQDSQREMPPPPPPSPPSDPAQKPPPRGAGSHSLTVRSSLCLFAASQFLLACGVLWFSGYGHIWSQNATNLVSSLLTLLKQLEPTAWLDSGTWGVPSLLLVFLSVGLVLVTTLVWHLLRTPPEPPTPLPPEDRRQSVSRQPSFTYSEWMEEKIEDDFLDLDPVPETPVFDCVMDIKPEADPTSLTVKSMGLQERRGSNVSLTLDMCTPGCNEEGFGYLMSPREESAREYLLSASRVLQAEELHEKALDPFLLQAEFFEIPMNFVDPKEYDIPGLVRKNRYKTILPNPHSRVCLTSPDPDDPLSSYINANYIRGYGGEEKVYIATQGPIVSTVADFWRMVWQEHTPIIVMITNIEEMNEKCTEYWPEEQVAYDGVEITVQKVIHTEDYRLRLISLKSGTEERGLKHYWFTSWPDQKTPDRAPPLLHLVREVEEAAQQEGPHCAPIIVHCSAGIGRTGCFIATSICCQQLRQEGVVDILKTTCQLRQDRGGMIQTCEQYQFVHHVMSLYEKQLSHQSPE
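Material: STEP (striatal-enriched tyrosine phosphatase) enzyme, cell-free | Medium: 50 mM Bis-Tris pH 6.0 with 2.5 mM DTT and 0.005% Tween 20 | Read-out: Percent inhibition scaled to no-enzyme and uninhibited-enzyme controls, plate-pattern corrected | Signal: Fluorescence read at 480 nm ex / 540 nm em | Times: 20 min reaction, room temperature, in the dark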
SUMO1 PPI mod – SUMO1-SIM interaction modulation | SUMO1 binding to a labelled peptide, TR-FRET, 1 h | inhibition, % at 20 µM | hit rate 0.33% among 360,000; in the data active = inhibition above about 37%
Target sequence (P63165 whole entry, looked up): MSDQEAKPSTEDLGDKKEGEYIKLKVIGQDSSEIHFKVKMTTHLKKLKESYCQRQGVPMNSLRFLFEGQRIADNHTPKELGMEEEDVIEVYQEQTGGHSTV
LMPTP inh – LMPTP (human) inhibition | P24666 | recombinant LMPTP-A, OMFP fluorogenic substrate, fluorescence intensity | inhibition, % at 20 µM | hit rate 0.22% among 360,000 | AID 651560;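 active = compounds that cut the enzyme signal by at least half of the control window in the single-dose screen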;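 also: plate controls were DMSO wells with enzyme plus substrate for no effect and substrate without enzyme for full effect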
Target sequence (P24666 whole entry, looked up): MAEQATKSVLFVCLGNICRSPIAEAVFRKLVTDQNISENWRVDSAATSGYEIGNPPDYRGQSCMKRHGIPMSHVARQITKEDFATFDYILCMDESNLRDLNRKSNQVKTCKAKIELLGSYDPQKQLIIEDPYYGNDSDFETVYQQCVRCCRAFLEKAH
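Test system: LMPTP-A phosphatase enzyme. Amount: LMPTP-A at 0.625 nM final in the reaction. Reagent: OMFP substrate, 400 µM final. Times: 50 min at room temperature. Signal: endpoint fluorescence intensity from OMFP dephosphorylation. Read-out basis: % inhibition. Benchmarks: no-enzyme and uninhibited controls.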
Tb MetRS inh – Trypanosoma brucei MetRS inhibition. purified T. brucei MetRS, ATP depletion, Kinase-Glo luminescence. inhibition, % at 11.9 µM. hit rate 0.4% among 360,000;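 active = inhibition above a per-plate cutoff of the control wells' mean inhibition plus 3 SD, cut at about 5.5% in these data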;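 also: 0% = DMSO wells median and 100% = median of wells with control inhibitor compound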
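System: purified T. brucei MetRS enzyme / Detection: Kinase-Glo luciferase luminescence reporting remaining unconsumed ATP / Medium: HEPES buffer with MgCl2, KCl, DTT, spermine, BSA, pyrophosphatase / Replication: singlicate, one well per compound / Evaluation: percent inhibition relative to median high and low control wells / Schedule: 2 h aminoacylation at 25 °C after 15 min preincubation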
NRP1-CendR mod – alters CendR peptide binding to human NRP-1 | hit rate 0.85% among 360,000 | FAM-RPARPAR peptide binding to NRP-1, fluorescence polarization | inhibition, % at 25 µM;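 active = inhibition or corrected inhibition above about 18%, plus a signal ratio from 0.5 to 1.5, limit read from the data, passing the limit was not always enough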; also: strong numbers were not always called active
The depositor's hits bear a star; i = inactive; . = not tested or not shown.

item	DNMT1 block	SKN-1 block	NadD inh	Neddylation inh	Scp-1 inhibitor	STEP inh	SUMO1 PPI mod	LMPTP inh	Tb MetRS inh	NRP1-CendR mod	Structure
1	-3	-4	1	i	-4	-5	2	-2.5	-0.4	-4	CCCCNC(=O)c1cc([N+](=O)[O-])[nH]n1
2	3	4	0	i	-13	-2	-33	-0.4	-0.9	-2	O=C(CN1C(=O)c2cccc3cccc(c23)C1=O)NCCCO
3	-6	-4	2	i	4	-3	1	-1.7	-0.4	9	O=C(O)c1nccnc1C(=O)Nc1ccccc1N1CCOCC1
4	.	-15	.	i	.	.	-2	-0.3	0.1	-12	CC1(C(=O)NCc2ccccc2)CN(S(C)(=O)=O)CC(=O)N1C1CC1 (stereo unspecified)
5	3	20	2	i	-8	0	-3	0.1	-0.8	2	CCOC(=O)N1CCN(S(=O)(=O)c2ccc(F)c(C(=O)Nc3cccc(Cl)c3C)c2)CC1
6	-9	-8	1	i	-5	2	-1	-0.3	-0.3	-3	COc1ccc(NC(=O)CSCC(=O)N2CCN(C(=O)c3ccco3)CC2)cc1
7	-5	-1	12	i	-4	2	1	3.9	-0.8	-12	CCOc1ccccc1NC(=O)C(NCC1CCCCC1)c1ccccc1 (stereo unspecified)
8	1	-1	4	i	-11	0	4	-1.0	0.1	-14	COc1ccc2sc(NC(=O)CC(C)C)nc2c1
9	-4	-5	-5	i	-8	0	3	2.1	0.0	-9	O=C(COC(=O)/C=C/c1ccc(OC(F)F)cc1)Nc1cccc(S(=O)(=O)N2CCCC2)c1
10	0	23	-6	i	-10	0	3	-0.7	-0.3	2	O=C(c1cc(-c2ccc(O)cc2)on1)N1CCCCCC1
11	-1	12	-3	i	-5	0	-19	-0.9	0.5	12	CN(CC(=O)Nc1cccc(F)c1)C(=O)c1ccc(N2CCOCC2)c([N+](=O)[O-])c1
12	-6	6	6	i	.	-1	3	0.2	-0.9	11	Cc1ccc(S(=O)(=O)N2C[C@H]3C(=O)C[C@@H](c4ccccc4)N(S(=O)(=O)c4ccccc4[N+](=O)[O-])[C@H]3C[C@H]2c2ccccc2)cc1
13	33	9	18	i	.	0	-6	0.4	0.2	4	C[C@H]1Cn2cnc(C(=O)Nc3ccc(CNC(=O)OC(C)(C)C)cc3)c2C(=O)N1
14	5	0	2	i	7	-1	-1	1.8	-0.6	4	COc1ccccc1NC(=O)CN1CCN(S(=O)(=O)c2ccc(Br)cc2)CC1
15	0	0	5	i	-7	-2	-2	-0.6	-0.9	-10	COC(=O)CCN(c1ccccc1)S(=O)(=O)c1ccc(OC)cc1
16	2	19	-3	i	-5	-1	-1	-0.2	0.7	-2	O=C(CCC1CCCCC1=O)c1ccccc1 (stereo unspecified)
17	0	9	2	i	-3	2	0	5.8	-0.2	-6	Cc1ccc(C)c(NC(=O)COc2cccc3c2CCN(Cc2ccccc2C)C3=O)c1
18	-1	5	5	i	1	-4	2	-0.1	0.7	4	Cc1cc(NC(=O)C2CC(=O)N(c3cccc(Cl)c3)C2)no1 (stereo unspecified)
19	1	-4	-7	i	-8	-1	3	-0.1	-0.7	-7	Cc1ccc(S(=O)(=O)N(C)C)cc1NC(=O)COC(=O)CCC1CCCC1
20	2	14	0	i	-7	0	-1	-0.2	-0.2	2	Cn1nc(C(C)(C)C)c([N+](=O)[O-])c1C(=O)N1CCOCC1
21	0	-9	-3	i	-11	1	-9	2.9	0.9	-5	O=C(CSc1nccc(-c2cccs2)n1)Nc1ccc(Cl)cc1
22	4	-5	-6	i	1	0	4	0.4	0.9	-4	OCc1nc2ccccc2n1CCCCOc1ccccc1
23	3	-1	-2	i	-7	3	2	1.1	-0.5	-5	C/C=C(/C)C(=O)O[C@@H]1[C@H](OC(=O)C=C(C)C)c2c(ccc3ccc(=O)oc23)OC1(C)C
24	6	56*	0	i	0	-2	-2	0.5	0.2	-4	CC1CCCCC1N1CN=C(Nc2nc3ccccc3s2)NC1 (stereo unspecified)
25	0	7	-2	i	-1	2	3	1.2	-0.2	-3	O=C(NC1CCCCC1)C(=S)N1CCOCC1
26	-3	-6	-1	i	-2	-2	5	-1.0	-0.4	9	NC(=O)c1ccc(-n2nnnc2SCC(=O)Nc2ccc(N3CCOCC3)c(Cl)c2)cc1
27	1	10	-4	i	3	0	1	-0.6	-1.1	-4	CCCc1[nH]nc2c1C1(C(=O)N(CC)c3ccccc31)C(C#N)=C(N)O2 (stereo unspecified)
28	-2	-4	-6	i	-10	1	0	-1.0	-0.9	-2	C=CCn1c(C)cc(C(=O)CSc2ccc(NC(C)=O)cc2)c1C
29	-3	7	-8	i	-4	4	-14	0.1	-0.5	-6	CCn1c(N)c(C(=O)NCCCOC)sc1=S
30	3	-31	-4	i	-5	0	1	-0.2	-0.1	-12	Cc1c(O)cc2n(c1=O)-c1ccc(Cl)cc1C2(C)C
31	-1	7	-3	i	-3	0	-2	-1.4	0.1	0	CCc1ccccc1NS(=O)(=O)c1ccc(SC)cc1
32	-1	1	-9	i	-12	1	1	0.3	-0.4	-12	COc1ccc(N(C)S(=O)(=O)c2cccc(C(=O)NC3CCCCCC3)c2)cc1
33	.	22	-8	i	.	.	6	3.4	-0.5	2	C=C1C[C@@H]2C[C@@H]2CN(S(=O)(=O)c2ccc(C)cc2)[C@@H]1COCc1ccccc1
34	1	-3	3	i	-5	-1	1	-0.1	-0.6	20	NC(=O)Nc1ccc(C(=O)OCC(=O)N2CCc3ccccc3C2)cc1
35	1	-2	-1	i	-1	-1	8	0.0	-0.1	1	COc1ccc(CNC(=O)CSc2nnc(C(F)(F)F)n2C)cc1
36	2	3	-4	i	-3	4	5	-0.7	0.2	3	S=C1CCSc2ccc(Cl)cc2N1
37	2	-9	-3	i	-1	0	-1	1.0	0.2	11	COc1cc(OC)cc(C(=O)Nc2ccccc2C(=O)NCc2cccnc2)c1
38	0	1	-2	i	-12	1	-1	-1.5	-1.2	5	CNC(=S)N1C2CCC1CC(NC(=O)NC13CC4CC(CC(C4)C1)C3)C2 (stereo unspecified)
39	0	-4	-5	i	1	-1	2	0.3	0.2	0	Cc1cc(C)c(S(=O)(=O)N2CCN(C(=O)N(C)C)CC2)c(C)c1
40	-21	10	-8	i	-6	0	-2	1.4	-0.4	-6	S=C(Nc1ccc2c(c1)OCCO2)Nc1ccc2c(c1)OCO2
41	-1	0	-1	i	-7	-1	-6	2.8	-0.8	10	O=C(C[n+]1ccccc1)N/N=C/c1ccco1
42	4	0	-1	i	-8	2	-6	-0.8	-0.2	13	CCC1(CC)C(=O)C2=C3C1[C@H](C(=O)OC)C=C(C(=O)OC)C[C@H]3[C@H]1C(=O)NC(=O)[C@H]1[C@H]2C (stereo partly specified)
43	0	13	-3	i	-4	0	-1	0.1	0.1	6	O=C(COc1ccc(S(=O)(=O)N2CCCC2)cc1)NCCC1=CCCCC1
44	1	8	-1	i	-13	-3	-1	-0.8	0.7	-12	O=c1[nH]c(SCc2ccccc2)nnc1-c1ccccc1
45	35	-16	2	i	1	-3	0	-1.8	-0.2	6	O=C(Nc1ccccn1)c1ccc2c(=O)n3c(nc2c1)CCCCC3
46	2	-30	2	i	2	0	1	-1.2	-1.3	-5	CC(=O)Nc1ccc(S(=O)(=O)N=S(C)C)cc1
47	2	17	-10	i	1	0	1	-0.6	-0.3	-1	CC(Sc1nnc(C2CC2)n1C1CC1)C(=O)N(C)Cc1cccc(F)c1 (stereo unspecified)
48	-6	-7	-7	i	2	5	-2	1.6	-1.3	-6	COc1ccc(C2C3=C(CC(C)(C)CC3=O)Oc3ncn(Cc4ccco4)c(=N)c32)cc1 (stereo unspecified)
49	0	6	7	i	-4	-1	3	0.9	-0.5	-35	COc1ccc(-c2ccc(-c3noc(-c4ccco4)n3)c(OC)n2)cc1
50	-5	-7	-1	i	-10	2	1	0.3	0.8	-7	CC1CN(S(=O)(=O)c2ccc(C(=O)OCc3ccc(C#N)cc3)cc2)CC(C)O1 (stereo unspecified)
51	-1	0	-2	i	-11	-2	6	0.7	1.1	8	O=C(CSc1ccccc1)N1CCCC(Nc2ccccc2)C1 (stereo unspecified)
52	-2	4	9	i	-4	-2	-3	-1.5	0.0	4	CC1(C)CNC(=O)CC(C)(C)N1
53	-6	0	9	i	1	-1	-7	0.0	-0.3	-5	COc1ccccc1/C=C\C=N\n1c(-c2ccc(Cl)cc2)n[nH]c1=S
54	14	-1	-4	i	0	-1	3	-0.2	-0.4	5	CC(C)NS(=O)(=O)c1ccc2c(c1)NCC2

Structures shown so far containing a furan ring, fused or not (4):
item	DNMT1 block	SKN-1 block	NadD inh	Neddylation inh	Scp-1 inhibitor	STEP inh	SUMO1 PPI mod	LMPTP inh	Tb MetRS inh	NRP1-CendR mod	Structure
6	-9	-8	1	i	-5	2	-1	-0.3	-0.3	-3	COc1ccc(NC(=O)CSCC(=O)N2CCN(C(=O)c3ccco3)CC2)cc1
41	-1	0	-1	i	-7	-1	-6	2.8	-0.8	10	O=C(C[n+]1ccccc1)N/N=C/c1ccco1
48	-6	-7	-7	i	2	5	-2	1.6	-1.3	-6	COc1ccc(C2C3=C(CC(C)(C)CC3=O)Oc3ncn(Cc4ccco4)c(=N)c32)cc1 (stereo unspecified)
49	0	6	7	i	-4	-1	3	0.9	-0.5	-35	COc1ccc(-c2ccc(-c3noc(-c4ccco4)n3)c(OC)n2)cc1
